# P. falciparum M1AAP – P. falciparum M1AAP inhibitors, biochemical, fluorogenic H-Leu-NHMec substrate, 1536-well (AID 1445); recombinant M1AAP, H-Leu-NHMec fluorogenic kinetic assay; higher % means a stronger effect; inhibition, % at 30 µM; hits with a dose series show IC50 in µM; hit rate 0.42% among 220,000;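 active = primary inhibition above the hit cutoff, then over 50% inhibition at one or more dose response concentrations, cut at about 23% in these data, passing the limit was not always enough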;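 note: plate controls were DMSO full reaction for no effect and no enzyme background for full effect; strong numbers were not always called active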
# PMI inhibitors – MPI enzyme activity inhibition – biochemical, fluorescence intensity, coupled assay, primary screen (AID 1209); inhibition, % at 20 µM, or IC50 in µM where a hit was titrated; purified PMI enzyme, coupled fluorescence intensity; higher % means a stronger effect; hit rate 0.42% among 190,000;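 note: plate controls were DMSO vehicle for no effect and wells lacking substrate for full effect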
# Lipid droplet – hepatic lipid droplet formation modulation | AML12 mouse hepatocytes, oleate lipid droplets, BODIPY imaging | inhibition, % at 6.5 µM | hit rate 0.4% among 240,000 | AID 1656;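 active = lipid droplet intensity inhibited by at least 50%, with more than 500 cells counted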
#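 Technique: fluorescence imaging, 20x objective, two fields per well / Assay system: AML12 hepatocytes (mouse) / Measure: % inhibition of lipid droplet signal / Doses: 6.5 µM single-point dosing / Incubation: overnight exposure / Reagent: 100 µM oleic acid challenge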
# PMI inhibition – MPI inhibition at elevated mannose 6-phosphate – biochemical, fluorescence intensity, high mannose 6-phosphate, primary screen (AID 1220); recombinant PMI enzyme, coupled fluorescence intensity; higher % means a stronger effect; inhibition, % at 20 µM; hits with a dose series show IC50 in µM; hit rate 0.66% among 190,000
# XIAP displacement – small molecules displacing peptide from XIAP – biochemical, IAP family, fluorescence polarization (AID 1018); hit rate 0.007% among 200,000; one-dose displacement, % at 20 µM; IC50 in µM for titrated hits; XIAP BIR domain, fluorescence polarization peptide displacement; higher % means a stronger effect; in the data active = displacement above about 50%; note: a part of the inactive calls stands beside numbers as strong as those of hits
# Siah-1 displacement – Siah-1 peptide-binding antagonists, primary screen, biochemical, fluorescence polarization, rhodamine-plectin, uHTS (AID 1817); hit rate 0.02% among 290,000; displacement, % at 20 µM; hits with a dose series show IC50 in µM; Siah-1 / rhodamine-plectin peptide fluorescence polarization; higher % means a stronger effect;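 active = displacement of at least 50% at 20 µM, with a fluorescence ratio check between 0.3 and a set limit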;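 note: plate controls were Siah plus tracer with DMSO for no effect and tracer alone without Siah for full effect; strong numbers were not always called active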
# TNAP activation fold – stimulation of alkaline phosphatase TNAP activity – biochemical, luminescent, no phosphate acceptor, uHTS, primary screen (AID 1001). purified TNAP, luminescent activation assay, no phosphate acceptor; higher activation fold means a stronger effect. hit rate 0.03% among 200,000. one-dose activation fold at 20 µM; EC50 in µM for titrated hits; in the data active = activation fold from about 3, or a potency from the dose series; inactive = the rest, 99 in 100 with activation fold below about 1.6; note: many of its hits are not listed in these tables
# P. falciparum M17LAP – P. falciparum M17LAP inhibitors, primary screen, biochemical, fluorogenic H-Leu-NHMec substrate, 1536-well (AID 1619) | recombinant M17LAP, H-Leu-NHMec fluorogenic kinetic assay; higher % means a stronger effect | inhibition, % at 30 µM, or IC50 in µM where a hit was titrated | hit rate 0.38% among 220,000;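 active = compound inhibiting the enzyme by more than half at any dose during confirmatory dose-response retesting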;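 note: plate controls were full reaction with DMSO carrier for no effect and no enzyme background for full effect; strong numbers were not always called active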
# UTI89 phage lysis – inhibition of K1F phage lysis, E. coli UTI89, bacterial capsule biogenesis inhibitors, alamar blue (AID 488966); E. coli UTI89 K1F phage lysis, alamar blue, 2 h; higher % means a stronger effect; inhibition, % at 100 µM; hits with a dose series show IC50 in µM; hit rate 0.02% among 340,000;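 active = phage lysis inhibition, versus mean bacterial control, above a set limit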;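 note: capsule biogenesis inhibitors block K1F phage lysis so surviving cells raise fluorescence; higher fluorescence means more inhibition of phage lysis; actives were called in the ten point dose series up to 300 µM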
# Lipid droplet cells 6.5 µM – recorded beside Lipid droplet, whose call it bears; cell count; measured here: cell count, cytotoxicity flag;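 cells counted across two imaged fields per well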
# The depositor's hits bear a star; x = not tested or not shown; [ ] = dose if it differs, or a comment. Cut-off read from the data, not from the text of the source, unless noted: active = inhibition above about 50%; inactive = the rest.
SMILES,P. falciparum M1AAP,PMI inhibitors,Lipid droplet,Lipid droplet cells 6.5 µM,PMI inhibition,XIAP displacement,Siah-1 displacement,TNAP activation fold,P. falciparum M17LAP,UTI89 phage lysis
OC(CNCc1ccc(Cl)c(Cl)c1)c1ccccc1 (stereo not given),-1.0%,8.8%,0.4,698,7.4%,-6.4%,-0.7%,1.1,3.0%,0.3%
CCN(CC)c1ccc2cc(C(N)=O)c(=O)oc2c1,4.1%,2.9%,15.1,721,17.3%,-4.9%,39.1%,1,6.8%,-0.2%
Cc1nn(S(=O)(=O)c2ccc(Cl)cc2)c(C)c1Sc1ccc([N+](=O)[O-])cc1,4.6%,-3.7%,-0.9,615,-4.6%,x,-2.3%,1.1,-0.1%,-0.2%
N#Cc1cnn2ccn(C3OC(CO)C(O)C3O)c12 (stereo not given),0.0%,x,12.8,726,x,x,2.5%,x,-3.6%,0.0%
O=C(CSc1nc(-c2ccccc2)ns1)N1CCOCC1,-3.0%,17.8%,-3.3,761,3.8%,-7.3%,-3.4%,1,1.2%,0.2%
Cc1nn(-c2ccccc2)c(/N=C/c2ccccc2O)c1-c1ccccc1,0.4%,4.1%,16.3,763,-13.2%,1.6%,-7.8%,1.1,7.5%,2.0%[50 µM]
O=C(c1cc(F)ccc1F)C1CCCN(C(=O)CCN2CCCCO2)C1 (stereo not given),1.6%,3.8%,4.8,657,8.7%,-6.6%,1.9%,1.1,-1.0%,-2.2%
COc1ccc(C2=CC(=O)OC3(CCCC3)O2)cc1,-2.7%,9.7%,17.5,740,4.2%,-8.0%,0.3%,1.1,-6.8%,0.4%
CCN1CCN(CC(=O)N2N=C(c3cccs3)CC2c2ccc(C)cc2)C(=O)C1=O (stereo not given),10.0%,-3.1%,-10.8,700,3.5%,-0.8%,3.0%,1.1,2.0%,0.0%
COc1ccc(N2CCN(C(=O)CSc3ncnc4c3cnn4-c3ccc(OC)cc3)CC2)cc1,x,-1.7%,x,x,1.9%,-2.3%,7.3%,1.1,x,-0.2%
O=C(Nc1cnccn1)Nc1ccc(Cl)cc1Cl,-1.5%,-10.6%,-18.1,696,-15.4%,-2.9%,6.2%,1.1,-11.0%,0.2%
Cc1ccc(NC(=O)COC(=O)c2ccc3c(c2)NC(=O)C2CCCN32)cc1 (stereo not given),6.7%,-21.5%,-5.1,722,-32.0%,-1.5%,-6.5%,1.1,25.4%,0.1%
Cc1ccc(NC2c3ncccc3C(=O)N2Cc2cccs2)cc1 (stereo not given),-2.6%,-16.1%,-13.2,718,-24.8%,15.7%,10.3%,1.1,6.3%,-0.2%
CCCc1cc(=O)[nH]c(SCC(=O)Nc2ccc3c(c2)CCC3)n1,-5.3%,-1.7%,-8.9,729,-4.0%,3.2%,27.4%,1.1,19.8%,0.1%
CSCCn1c(C(C)(C)C)cc(C(=O)O)c1C,-4.0%,x,0.2,725,x,x,-4.4%,x,1.1%,0.4%
COc1ccccc1-n1c(O)c(C=NCc2ccccn2)c2ccccc2c1=O,14.7%,x,4.6,739,x,x,-2.9%,x,6.0%,0.3%
CCc1ccc(NC(=O)c2cc(-c3ccc(F)cc3)on2)cc1,-5.3%,-18.3%,9.0,751,-15.4%,-8.4%,-2.9%,1,1.2%,0.2%
Cc1nnc(SCC(=O)c2ccc(C(C)C)cc2)s1,-0.8%,7.1%,x,x,7.2%,-5.5%,4.5%,1.1,-0.9%,2.6%
CCn1c(=S)[nH]c2cc(S(=O)(=O)N3CCCCC3)ccc21,2.7%,7.9%,2.8,728,1.9%,2.8%,2.3%,1.2,8.2%,0.2%
COC(=O)c1ccc(Oc2nc(C)cc(Oc3ccccc3)n2)cc1,0.9%,6.8%,0.5,741,6.5%,-2.6%,8.8%,1.1,2.8%,0.3%
COc1ccc(/C=C/c2noc(-c3ccccc3O)n2)cc1,1.4%,15.5%,2.0,472,13.4%,-6.3%,1.9%,1.1,-4.6%,5.0%
O=C(CCc1nc2ccccc2c(=O)[nH]1)Nc1ccc(N2CCCCC2)cc1,4.4%,2.6%,-11.4,696,18.2%,-14.3%,-5.0%,1,1.0%,-4.0%
COc1ccc(CCN(C)CCCN2CC(c3ccccc3)CC2=O)cc1OC (stereo not given),7.1%,-13.4%,5.5,665,-9.7%,-4.9%,-1.9%,1.1,0.6%,0.0%
O=C(c1ccc(CNc2c(N3CCOCC3)c(=O)c2=O)cc1)N1CC=C(c2ccccc2)CC1,10.7%,1.3%,6.4,586,4.8%,-4.3%,2.8%,1.1,15.6%,0.3%
CCCc1cc2c(OC(=O)CC)c(-c3ccc(C(=O)OCC)o3)c(=O)oc2cc1OC,16.1%,-4.6%,1.2,642,6.5%,-3.1%,-0.1%,1.1,-127.8%,-0.5%

# Three entries out of the list, sorted by length of the SMILES, rising.
SMILES,P. falciparum M1AAP,PMI inhibitors,Lipid droplet,Lipid droplet cells 6.5 µM,PMI inhibition,XIAP displacement,Siah-1 displacement,TNAP activation fold,P. falciparum M17LAP,UTI89 phage lysis
CSCCn1c(C(C)(C)C)cc(C(=O)O)c1C,-4.0%,x,0.2,725,x,x,-4.4%,x,1.1%,0.4%
COc1ccc(C2=CC(=O)OC3(CCCC3)O2)cc1,-2.7%,9.7%,17.5,740,4.2%,-8.0%,0.3%,1.1,-6.8%,0.4%
O=C(c1ccc(CNc2c(N3CCOCC3)c(=O)c2=O)cc1)N1CC=C(c2ccccc2)CC1,10.7%,1.3%,6.4,586,4.8%,-4.3%,2.8%,1.1,15.6%,0.3%

# The listing picks up with the 2 entries that preceded the break.
SMILES,P. falciparum M1AAP,PMI inhibitors,Lipid droplet,Lipid droplet cells 6.5 µM,PMI inhibition,XIAP displacement,Siah-1 displacement,TNAP activation fold,P. falciparum M17LAP,UTI89 phage lysis
O=C(c1ccc(CNc2c(N3CCOCC3)c(=O)c2=O)cc1)N1CC=C(c2ccccc2)CC1,10.7%,1.3%,6.4,586,4.8%,-4.3%,2.8%,1.1,15.6%,0.3%
CCCc1cc2c(OC(=O)CC)c(-c3ccc(C(=O)OCC)o3)c(=O)oc2cc1OC,16.1%,-4.6%,1.2,642,6.5%,-3.1%,-0.1%,1.1,-127.8%,-0.5%
COc1ccc(N2C(=O)C3CCCN3C2c2cccc(OC)c2)cc1 (stereo not given),1.3%,-4.3%,x,x,-2.3%,-1.1%,4.4%,1.2,-9.4%,-3.3%
CCOc1ccc2nc(NCCNC(=O)C(C)(C)C)c(C)cc2c1,x,3.6%,6.8,745,2.3%,-4.4%,3.2%,1.1,x,3.1%
NS(=O)(=O)c1ccc(NC(=O)c2ccc(S(=O)(=O)N3CCc4ccccc43)cc2)cc1,1.2%,12.1%,1.6,676,0.7%,-7.6%,38.8%,1,-7.1%,0.0%
COc1ccc(C2C(C(=O)c3cccs3)=C(O)C(=O)N2Cc2cccnc2)cc1OC (stereo not given),7.9%,-1.7%,1.7,765,9.1%,3.3%,-3.6%,1,20.2%,0.3%
O=C(CSC1=NCCS1)N1CCOCC1,-5.4%,-10.1%,x,x,-1.9%,-0.8%,2.2%,1.2,-12.5%,1.2%
NC(=O)C1CNc2ccccc2O1 (stereo not given),-1.3%,6.0%,-3.1,567,8.1%,-7.2%,-4.6%,1,-4.4%,0.7%
COCCCNC(=O)Cn1cc(/C=C(\C#N)C(=O)N2CCN(c3ccccc3)CC2)c2ccccc21,9.5%,-6.0%,-4.9,504,-7.7%,-6.7%,0.3%,1.2,10.4%,0.7%
COC(=O)c1ccc(CNC(=O)c2ccc(COc3ccccc3)cc2)cc1,-8.3%,14.9%,-5.1,526,0.5%,-8.2%,21.6%,1.1,23.1%,0.1%
S=C(Nc1ccc(Br)cc1)N1CCCC1,-0.6%,8.2%,9.3,625,0.1%,-2.0%,10.0%,1.2,5.1%,-8.1%
Cc1ccc2ncnc(Oc3ncccc3NC(=O)C(C)(C)C)c2c1,-3.0%,x,3.0,705,x,x,-0.6%,x,5.5%,-1.6%
Cc1cc(C(=O)Nc2cccc3cccnc23)ccc1[N+](=O)[O-],-11.6%,3.5%,-48.4,566,-3.6%,-9.1%,-0.5%,1.1,-9.4%,0.1%
COc1ccc(OC)c(NC(=O)Cc2nn(C)c(=O)c3ccccc23)c1,5.8%,6.4%,-32.9,622,15.0%,-2.6%,8.4%,1.1,21.2%,0.1%
CC(=O)Nc1cccc(-c2nc3ccccc3c(=O)o2)c1,-1.7%,3.6%,-12.0,666,8.0%,-2.5%,-0.1%,1.1,5.4%,3.2%
CN(CC#CC1(O)c2ccccc2-c2ccccc21)Cc1ccccc1,8.3%,22.2%,-15.1,488,0.8%,-1.9%,4.1%,1.1,11.5%,-0.2%
Cc1cc(NC(=S)N(Cc2ccc(Br)cc2)Cc2ccc(C(=O)O)cc2)ccc1Cl,2.1%,13.1%,16.3,715,7.2%,-3.9%,21.0%,1,2.5%,-1.5%
COc1c[nH]n(C2CCCCC2)c(=O)c1=O,1.3%,-3.2%,x,x,7.4%,-3.2%,14.3%,1,-4.9%,-2.2%
Clc1ccc(-n2ncc3c(NCCCn4ccnc4)ncnc32)cc1,-7.3%,5.5%,0.7,778,1.0%,-1.8%,1.6%,0.9,-3.9%,0.3%
Cc1cccc(C(=O)OCc2cc3ccccc3[nH]c2=O)c1,4.3%,3.0%,x,x,0.8%,-2.8%,-6.2%,1.1,4.2%,1.8%
COc1ccc(NC(=O)Nc2nc(C)cc(C)n2)c(OC)c1,-1.1%,x,-1.0,728,x,x,-4.3%,x,11.3%,0.1%
CCCc1nc2ccccc2c(=O)n1/N=C/c1c(C)[nH]n(-c2ccc(C)cc2)c1=O,2.0%,-19.7%,x,x,-16.7%,-4.6%,-1.7%,1.1,2.7%,0.2%
O=C(CSc1nnc(-c2cccnc2)n1Cc1ccco1)Nc1nc(-c2ccc(F)cc2)cs1,2.9%,6.8%,x,x,6.6%,-3.7%,24.3%,1,8.4%,0.3%
CCN1C(=O)N[C@@H](c2cccs2)C(C(C)=O)=C1C,6.0%,x,x,x,x,x,-2.8%,x,14.7%,0.6%
CCc1ccc(/C=C/C(=O)C2C(=O)c3ccccc3C2=O)cc1,-1.1%,-15.2%,x,x,-1.9%,-4.1%,-3.7%,0.9,16.3%,-1.1%[50 µM]
COc1ccc(CCNC(=O)C2CCCN(c3nc(C)cc(C)n3)C2)cc1 (stereo not given),3.5%,-10.9%,-0.7,685,-6.6%,-2.9%,-3.4%,1.1,-10.6%,-0.5%
O=C(CSc1ccccc1)Nc1ccc(C(=O)Nc2ccc(O)cc2)cc1,0.7%,2.4%,5.1,690,8.8%,-15.6%,-4.5%,1,3.8%,2.3%

# Screening results from PubChem.
